mcGAS inh – cyclic GMP-AMP synthase inhibitors, mouse, primary biochemical chemiluminescence; actives 0.15% (n = 160,000); Q8C6L5; recombinant cGAS, Kinase-Glo ATP depletion luminescence; inhibition, % at 12.5 µM;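 further: 0% = negative control wells and 100% = reference inhibitor with no enzyme activity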
hcGAS inh – Primary biochemical luminescence assay for human cyclic GMP-AMP synthase inhibitors; Q8N884; recombinant h-cGAS, ATP depletion, Kinase-Glo luminescence; inhibition, % at 12.5 µM; actives 0.081% (n = 290,000);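 further: 0% = vehicle reaction and 100% = reaction without DNA for no activity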
Target sequence (Q8N884 whole entry, looked up): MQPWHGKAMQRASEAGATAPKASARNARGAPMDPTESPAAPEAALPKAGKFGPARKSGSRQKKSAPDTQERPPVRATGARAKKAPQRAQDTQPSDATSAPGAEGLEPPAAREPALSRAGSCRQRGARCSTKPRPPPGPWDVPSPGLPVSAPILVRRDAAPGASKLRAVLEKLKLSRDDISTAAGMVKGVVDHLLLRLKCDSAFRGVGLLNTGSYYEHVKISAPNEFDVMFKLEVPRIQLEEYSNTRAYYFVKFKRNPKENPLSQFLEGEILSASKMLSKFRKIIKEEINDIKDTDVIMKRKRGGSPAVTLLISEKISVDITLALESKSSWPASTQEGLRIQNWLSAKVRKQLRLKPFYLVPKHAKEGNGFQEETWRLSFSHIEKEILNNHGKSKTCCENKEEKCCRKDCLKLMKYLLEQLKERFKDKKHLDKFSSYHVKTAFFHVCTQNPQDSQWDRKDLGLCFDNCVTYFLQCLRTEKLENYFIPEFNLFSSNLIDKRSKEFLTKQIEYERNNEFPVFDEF
NPYLR7 ag – agonists of mosquito NPYLR7 receptor, primary screen, cell-based, Aedes aegypti, calcium fluorescence, mosquito biting behavior; AID 1259423, 2018; actives 0.15% (n = 270,000); activation, % at 10 µM; HEK293T NPYLR7/Galpha15, GCaMP6s calcium fluorescence; in the data active means activation above about 40%;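 further: 0% = vehicle and 100% = reference agonist at the receptor; some compounds past the cut are filed as inactive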
Numbers without * were called inactive; & = joins results of further samples. Unless noted, no stated cut-off is given here; in the data, active means inhibition above about 40%; inactive means the rest.

For COc1cccc(Cn2c(C(=O)N3CCN(C(=O)C4C[C@H]4c4ccccc4)C(C)C3)cc3ccoc32)c1 (some centres not stated) the results were mcGAS inh -4, hcGAS inh 0 and NPYLR7 ag 4.
`COc1ccc(C(=O)N2CCc3sccc3C2c2ccc(F)cc2)c(OC)c1` (configuration not stated) gave mcGAS inh -3, hcGAS inh -2 and NPYLR7 ag -3.
For CC(C)c1ccc(S(=O)(=O)CC(O)CO)cc1 (configuration not stated) the results were hcGAS inh -17 and NPYLR7 ag -5.
For Cc1ccc(-c2nc(C(N)=O)c3[nH]c(=O)n(-c4ccc(C(C)(C)C)cc4)c3n2)cc1 the results were mcGAS inh -7, hcGAS inh -9 and NPYLR7 ag -3.
Screening CC(=O)N1CCN2C(=O)C1CCCC(=O)c1cc(C(C)C)ccc12 (configuration not stated) returned hcGAS inh -5 and NPYLR7 ag -6.
CC(C(=O)N1CCc2ccccc21)N1C(=O)c2ccccc2C1=O (configuration not stated) was read as hcGAS inh -8 and NPYLR7 ag 3.
Screening CCCC(C)(NS(=O)(=O)c1ccc(S(C)(=O)=O)cc1)C(=O)OC (configuration not stated) returned hcGAS inh -8 and NPYLR7 ag 6.
For NC(=O)c1nnn(Cc2cccc([N+](=O)[O-])c2)c1N the results were hcGAS inh 5 and NPYLR7 ag -3.
Cc1nnc2ccc(-c3cccc(NS(=O)(=O)c4ccccc4)c3)nn12 was read as mcGAS inh -8, hcGAS inh -7 and NPYLR7 ag -14.
Screening COc1ccc2c(c1)CCc1cnc(-n3ncc(C(=O)N(C)CC4COCCO4)c3C3CC3)nc1-2 (configuration not stated) returned mcGAS inh -10, hcGAS inh -4 and NPYLR7 ag 28.
Screening Cc1cccc2nc(COC(=O)c3csc(-c4ccsc4)n3)cc(=O)n12 returned hcGAS inh -7 and NPYLR7 ag -2.
Screening Brc1ccc2nc(CCc3ccccc3)c(NC3CCCCC3)n2c1 returned mcGAS inh -6, hcGAS inh -5 and NPYLR7 ag 2.
For Cc1cccc(Cn2c(=O)c(C(=O)N(C)C3CCCCC3)nn(-c3cc(C)cc(C)c3)c2=O)c1 the results were mcGAS inh -6, hcGAS inh -6 and NPYLR7 ag -3.
COCCN(Cc1nc2ccccc2[nH]1)Cc1ccccc1F was read as mcGAS inh 3, hcGAS inh -2 and NPYLR7 ag -9.
Screening S=C(NCCN1CCOCC1)N1CCc2ccccc21 returned hcGAS inh -15 and NPYLR7 ag 1.
COc1ccc(S(=O)(=O)Oc2cc(CNC(C)C)ccc2OC)cc1 was read as hcGAS inh -5 and NPYLR7 ag 14.
For COc1cc(/C=C2\C(=O)N(c3ccccc3)N=C2C)c([N+](=O)[O-])cc1OC the results were mcGAS inh -3, hcGAS inh -1 and NPYLR7 ag 10.
Cc1ccsc1C(=O)N1CCC1(C)C(=O)N1CCCCC1 (configuration not stated) was read as hcGAS inh 3 and NPYLR7 ag 6.
For Cc1nnc2c(C(=O)NCC3CCCCC3)cccn12 the results were mcGAS inh -4, hcGAS inh 0 and NPYLR7 ag 4.
For O=c1c2ccccc2oc2ccccc12 the results were mcGAS inh -4&-3, hcGAS inh -8&-4 and NPYLR7 ag 1.
Cc1nc(N2CCN(C)CC2)ncc1C(=O)N1C[C@H]2C[C@H](O)[C@@H](O)C[C@H]2C1 was read as hcGAS inh -3 and NPYLR7 ag 15.
Screening CCn1cnc2c1CN(CC(=O)N1CCOCC1)CC2 returned mcGAS inh -6 and hcGAS inh -12.
For CN(C(=O)c1csc(-c2ccc(Cl)c(Cl)c2)n1)c1ccc(C(N)=O)cc1 the results were hcGAS inh 6 and NPYLR7 ag 1.
Screening Cc1c(N=Cc2ccc(Cl)o2)c(=O)n(-c2ccccc2)n1C returned mcGAS inh -5, hcGAS inh -5 and NPYLR7 ag -3.
`Cc1ccoc1C(=O)NCc1ccccc1-n1ccnc1C` gave hcGAS inh -3 and NPYLR7 ag -3.
For COc1cccc2cc(C(N)=O)c(=Nc3cccc(C)c3)oc12 the results were mcGAS inh -6, hcGAS inh -5 and NPYLR7 ag -8.
NC(=O)C1CCN(Cc2cccc(C(=O)Nc3ccc4cccnc4c3)c2)CC1 was read as mcGAS inh -9, hcGAS inh -4 and NPYLR7 ag 4.
Screening COc1ccc(C(=O)Nc2c(C)nc3cc(C)ccn3c2=O)cc1 returned hcGAS inh -11 and NPYLR7 ag 4.
For Cc1cc(=O)[nH]c(Nc2nc(C)c3cc(C)c(C)cc3n2)n1 the results were mcGAS inh -4, hcGAS inh -3 and NPYLR7 ag -2.
For O=C(C1COc2ccccc2C1)N1CCC(Cn2cc(CCO)nn2)CC1 (configuration not stated) the results were hcGAS inh -2 and NPYLR7 ag 1.
`CCOc1ccc(-n2c(C)cn3c4c(=O)n(C(C)C(C)=O)c(=O)n(C)c4nc23)cc1` (configuration not stated) gave hcGAS inh -8 and NPYLR7 ag 6.
For O=S1(=O)CC(O)C(N(CCO)C(=S)Nc2ccccc2)C1 (configuration not stated) the results were mcGAS inh -4, hcGAS inh -3 and NPYLR7 ag 1.
`O=C(Nc1ccccc1-c1ccccc1)N1CCC2(CC1)NCCNC2=O` gave mcGAS inh -17, hcGAS inh -5 and NPYLR7 ag 5.
CN(C)C(=O)c1cccc(NS(=O)(=O)N2CCCCCC2)c1 was read as hcGAS inh -13 and NPYLR7 ag 9.
N#CCSc1nnc2c(Cl)cc(Cl)cn12 was read as hcGAS inh -5 and NPYLR7 ag 6.
`Cc1cc(Oc2cccc(C(C)C)c2)nc(SCc2ccccc2C#N)n1` gave mcGAS inh -2, hcGAS inh 3 and NPYLR7 ag -10.
O=C(Nc1nnc(N=Cc2ccco2)s1)c1ccc(S(=O)(=O)N2CCOCC2)cc1 was read as mcGAS inh -5, hcGAS inh -1 and NPYLR7 ag 5.
CCCOc1cccc(C(=O)Nc2ccc(-c3nc4cc(Cl)ccc4o3)cc2)c1 was read as mcGAS inh -6, hcGAS inh 0 and NPYLR7 ag 10.
For CCn1nc(C(=O)O)c2c1CCN(C(=O)C1CCN(C(=O)C(C)C)CC1)C2 the results were mcGAS inh -10, hcGAS inh -5 and NPYLR7 ag 2.
For CCCC(=O)Nc1cc(C(=O)NCCC2CCCN2C)ccc1C (configuration not stated) the results were mcGAS inh -16, hcGAS inh -6 and NPYLR7 ag -3.
For Cc1ccc(S(=O)(=O)NC2=NCN(CCO)CN2)cc1 the results were hcGAS inh 5 and NPYLR7 ag -18.
For Oc1ccc(-n2nnnc2SCc2ccc(-n3ccnc3)cc2)cc1 the results were hcGAS inh 4 and NPYLR7 ag 3.
CCc1c(C)nn(-c2ccc(C(=O)NC[C@@H]3CCCO3)cc2)c1C was read as mcGAS inh -4, hcGAS inh -3 and NPYLR7 ag 4.
For CCCOC(=O)N1CCCn2nc(C(=O)Nc3ccccc3)cc2C1 the results were mcGAS inh -14, hcGAS inh -6 and NPYLR7 ag 2.
For CCOC(=O)c1c(NC(=O)c2c(F)cccc2Cl)sc2c1CCC2 the results were mcGAS inh -4, hcGAS inh -7 and NPYLR7 ag 10.
Screening Cc1cccc2nc(-c3ccc(C(C)(C)C)cc3)c(NCc3ccccc3)n12 returned mcGAS inh -9&-5, hcGAS inh -9&-7 and NPYLR7 ag 14.
CC(C)CC(=O)Nc1c2c(nn1-c1ccc([N+](=O)[O-])cc1)CSC2 was read as hcGAS inh -4 and NPYLR7 ag -1.
`O=C(CSCCc1ccccc1)Nn1cnc2scc(-c3ccccc3)c2c1=O` gave mcGAS inh -6, hcGAS inh -5 and NPYLR7 ag -1.
FC(F)(F)Oc1cccc(-c2cc3c(cn2)ncn3Cc2cccnc2)c1 was read as mcGAS inh -6, hcGAS inh -3 and NPYLR7 ag 13.
Screening Cc1ccc2sc(N(CCCn3ccnc3)C(=O)c3cccs3)nc2c1C returned mcGAS inh -8, hcGAS inh -6 and NPYLR7 ag -7.
For CCOC(=O)CC(=O)CSc1ccc2nnc(-c3ccccc3)n2n1 the results were mcGAS inh -3, hcGAS inh -1 and NPYLR7 ag 5.
For CCCCN(C)CCNC(=O)c1c(O)nc2ccccn2c1=O the results were mcGAS inh -6, hcGAS inh -1 and NPYLR7 ag -1.
`CCN(CC)C(=O)[C@@H]1C[C@H](N)CN1C(=O)c1cc2cccc(Cl)c2n1C` gave hcGAS inh -3 and NPYLR7 ag -1.
Cc1ccccc1C(NC(=O)C1CCN(Cc2cccc(Cl)c2)CC1)c1cnccn1 (configuration not stated) was read as mcGAS inh 2, hcGAS inh 4 and NPYLR7 ag -15.
`N#Cc1ccc(-c2nc(-c3c(F)cccc3F)no2)cc1` gave mcGAS inh -4, hcGAS inh -6 and NPYLR7 ag 3.
Screening CCCCCN(Cc1nc(C(=O)OCC)cs1)C(=O)c1cccc([N+](=O)[O-])c1 returned mcGAS inh -5, hcGAS inh -9 and NPYLR7 ag 18.
`O=C(CN1CCOC1=O)N1CC(=O)N(C2CCCCC2)CC(OCc2ccccc2)C1` (configuration not stated) gave mcGAS inh -13, hcGAS inh -2 and NPYLR7 ag 14.
Cc1cc(Cl)cc2c3c([nH]c12)CCC(NC(=O)Cc1ccc2c(c1)OCO2)C3 (configuration not stated) was read as mcGAS inh -1, hcGAS inh -2 and NPYLR7 ag 26.
For O=S(=O)(c1ccc(Br)c2nsnc12)N1CCOCC1 the results were hcGAS inh 2 and NPYLR7 ag 2.
O=C(Nc1cc(C(F)(F)F)ccc1F)c1ccncc1 was read as hcGAS inh -1 and NPYLR7 ag 9.
`Cc1cc(O)c(CN2CCC(C)CC2)c2c1C(=O)/C(=C/c1cccnc1)O2` gave mcGAS inh 5, hcGAS inh 2 and NPYLR7 ag 19.
CCCc1ncncc1C(=O)N1CCCC(O)(CO)CC1 (configuration not stated) was read as mcGAS inh -17, hcGAS inh -10 and NPYLR7 ag 18.
`CCc1nc2ccc(C(=O)Nc3ccc4c(c3)OCC(=O)N4)cn2c1N(C)C(=O)Cc1ccccc1` gave mcGAS inh -2, hcGAS inh -4 and NPYLR7 ag 19.
For CCOC(=O)c1cc(-c2ccc(N3CCN(C(=O)C4CCCCC4)CC3)cc2)n(-c2ccccn2)n1 the results were mcGAS inh -7, hcGAS inh -6 and NPYLR7 ag 25.
`COc1ccc(-c2nc(NCc3cccnc3)nc3nn(-c4cccc(F)c4)c(N)c23)c(F)c1` gave mcGAS inh -3 and hcGAS inh -4.
For O=C(Cc1c[nH]c2ccccc12)N1CCN(c2cc(-n3cccn3)ncn2)CC1 the results were mcGAS inh -7, hcGAS inh -6 and NPYLR7 ag -10.
Screening COCc1cnc2c(c1SCc1ccccc1C)c(=O)n(C)c(=O)n2C returned mcGAS inh -8, hcGAS inh -6 and NPYLR7 ag 6.
COCCNCc1nccn1Cc1cccc(Cl)c1 was read as mcGAS inh -4, hcGAS inh -1 and NPYLR7 ag 3.
Screening CC(C)O[C@H]1CN(C(=O)CCCn2cnc3ccccc3c2=O)C[C@@H]1O returned mcGAS inh -20, hcGAS inh -3 and NPYLR7 ag 0.
Cc1ccc2c(c1)c1ncn(Cc3ccccc3)c(=O)c1n2CC(=O)NCc1ccc2c(c1)OCO2 was read as mcGAS inh -8, hcGAS inh -8 and NPYLR7 ag -6.
Screening COc1ccc(OC)c(N2C(=O)CSC2c2ccccc2NC(=O)c2ccc(Cl)cc2Cl)c1 (configuration not stated) returned mcGAS inh -5, hcGAS inh -8 and NPYLR7 ag 5.
COc1cc(=O)n(-c2ccccc2)nc1C(=O)NCC(C)C was read as hcGAS inh -8 and NPYLR7 ag 2.
Cc1ccc(Cl)c(OC2CC3CCC(C2)N3C(=O)c2ccc(CSCc3ccco3)cc2)c1 (configuration not stated) was read as mcGAS inh -3, hcGAS inh -2 and NPYLR7 ag 4.

An excerpt from above in order of length of the SMILES, ascending.
COCCNCc1nccn1Cc1cccc(Cl)c1 was read as mcGAS inh -4, hcGAS inh -1 and NPYLR7 ag 3.
CCCc1ncncc1C(=O)N1CCCC(O)(CO)CC1 (configuration not stated) was read as mcGAS inh -17, hcGAS inh -10 and NPYLR7 ag 18.
O=C(Nc1cc(C(F)(F)F)ccc1F)c1ccncc1 was read as hcGAS inh -1 and NPYLR7 ag 9.
For O=S(=O)(c1ccc(Br)c2nsnc12)N1CCOCC1 the results were hcGAS inh 2 and NPYLR7 ag 2.
COc1cc(=O)n(-c2ccccc2)nc1C(=O)NCC(C)C was read as hcGAS inh -8 and NPYLR7 ag 2.
Screening COCc1cnc2c(c1SCc1ccccc1C)c(=O)n(C)c(=O)n2C returned mcGAS inh -8, hcGAS inh -6 and NPYLR7 ag 6.
`Cc1cc(O)c(CN2CCC(C)CC2)c2c1C(=O)/C(=C/c1cccnc1)O2` gave mcGAS inh 5, hcGAS inh 2 and NPYLR7 ag 19.
For O=C(Cc1c[nH]c2ccccc12)N1CCN(c2cc(-n3cccn3)ncn2)CC1 the results were mcGAS inh -7, hcGAS inh -6 and NPYLR7 ag -10.
Cc1cc(Cl)cc2c3c([nH]c12)CCC(NC(=O)Cc1ccc2c(c1)OCO2)C3 (configuration not stated) was read as mcGAS inh -1, hcGAS inh -2 and NPYLR7 ag 26.
Screening COc1ccc(OC)c(N2C(=O)CSC2c2ccccc2NC(=O)c2ccc(Cl)cc2Cl)c1 (configuration not stated) returned mcGAS inh -5, hcGAS inh -8 and NPYLR7 ag 5.
`COc1ccc(-c2nc(NCc3cccnc3)nc3nn(-c4cccc(F)c4)c(N)c23)c(F)c1` gave mcGAS inh -3 and hcGAS inh -4.
Cc1ccc2c(c1)c1ncn(Cc3ccccc3)c(=O)c1n2CC(=O)NCc1ccc2c(c1)OCO2 was read as mcGAS inh -8, hcGAS inh -8 and NPYLR7 ag -6.
For CCOC(=O)c1cc(-c2ccc(N3CCN(C(=O)C4CCCCC4)CC3)cc2)n(-c2ccccn2)n1 the results were mcGAS inh -7, hcGAS inh -6 and NPYLR7 ag 25.

Source: PubChem
